# Screening results as filed in PubChem.
# FLuc inh = Firefly luciferase inhibition profiling of diverse chemical library using quantitative high-throughput screening. Luciferin 4-monooxygenase (Photinus pyralis), P08659. purified P. pyralis luciferase, luminescence, biochemical. Potency, µM (doses to about 115 µM), inactives show at the highest dose activity change, negative = inhibition, usual class: inhibitors. 2.5% of 76,000 active. AID 1347043, 2019; note: potency is the fitted concentration of half-maximal effect; nearly all actives have a fitted effect of over 65% in size
#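 Luminescence read by CCD imaging after purified firefly luciferase (10nM final) was added to substrate buffer holding 10uM D-luciferin and 10uM ATP, pH 7.5, pre-dosed with compound.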
# HEK293 tox = Cytotoxic Profiling in HEK 293 Cell Line of Diverse Libraries Using Quantitative High-Throughput Screening | HEK 293 viability, ATP luminescence (CellTiter-Glo), 48-72 h | 6.6% of 94,000 active | AID 1345083, 2018 | Potency, µM (doses to about 115 µM), for inactives: top-dose activity change, negative = cytotoxicity, usual class: inhibitors; note: potency is the fitted concentration of half-maximal effect; nearly all actives have a fitted effect of over 60% in size
#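 250 HEK 293 cells/well; compound by pintool; incubated 48 or 72 hr at 37 degree Celsius; CellTiter-Glo added, 10 min RT, luminescence imaged.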
# NIH3T3 tox = Cytotoxic Profiling in NIH 3T3 Cell Line of Diverse Libraries Using Quantitative High-Throughput Screening | 4.3% of 94,000 active | Potency, µM (series often up to 96.7 µM), for the others: at the top dose activity change, negative = cytotoxicity, hits mostly inhibitors | NIH 3T3 viability, CellTiter-Glo ATP luminescence, 48-72 h; note: potency is the fitted concentration of half-maximal effect; nearly all actives have a fitted effect of over 55% in size
#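 Viability of NIH 3T3 cells after 48 or 72 hr compound treatment at 37 °C was assessed by CellTiter-Glo, with luminescence imaged following a 10 min room-temperature step.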
# IP6K1 inhibitor = Primary qHTS assay for small molecule inhibitors of Inositol hexaphosphate kinase 1 (IP6K1). 0.81% of 140,000 active. IP6K1 kinase, ADP-Glo luminescence, 2 h; active compounds read low. activity change, % (series mostly up to about 58 µM); in the data active = activity change below about -25%
# Target sequence (Q92551 whole entry, looked up): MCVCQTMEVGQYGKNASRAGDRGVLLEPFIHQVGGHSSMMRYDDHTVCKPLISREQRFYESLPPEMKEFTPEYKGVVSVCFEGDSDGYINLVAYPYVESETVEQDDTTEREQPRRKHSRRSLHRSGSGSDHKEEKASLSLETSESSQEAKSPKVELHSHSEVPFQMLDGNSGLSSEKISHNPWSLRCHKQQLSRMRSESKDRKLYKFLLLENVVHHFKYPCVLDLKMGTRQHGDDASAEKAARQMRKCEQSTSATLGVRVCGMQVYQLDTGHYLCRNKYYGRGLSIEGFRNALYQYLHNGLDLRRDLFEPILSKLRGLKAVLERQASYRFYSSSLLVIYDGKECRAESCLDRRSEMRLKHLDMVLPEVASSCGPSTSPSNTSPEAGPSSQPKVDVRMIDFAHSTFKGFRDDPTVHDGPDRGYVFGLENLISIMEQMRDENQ
#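 ADP-Glo luminescence measures ADP made by human IP6K1 during a 2 h RT reaction with ATP/IP6 (mix at 1.3 mM/130 uM); top library doses 57.5 and 19.1 uM final.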
# SNCA viab count = GF-AFC viability counterscreen for inhibitors of alpha-synuclein gene (SNCA) expression. AID 1671193, 2021. Potency, µM (top dose mostly 57.1 µM), for inactives: at the highest dose activity change, negative = cytotoxicity, actives largely listed as cytotoxic. HEK-293-SNCA-luc viability, GF-AFC fluorescence, 24 h. 0.12% of 150,000 active;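 note: potency is the fitted concentration of half-maximal effect; 0% = DMSO-treated cells and -100% = medium-only wells without cells; nearly all actives have a fitted effect of over 30% in size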
#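 Cytotoxicity counterscreen: after 24 h compound treatment of genome-edited SNCA-luciferase HEK-293 cells, live-cell protease substrate GF-AFC read by fluorescence after 30 min; activity scaled between DMSO (0%) and medium-only (-100%), curves Hill-fitted.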
# SNCA expr inhib = Primary qHTS assay for inhibitors of alpha-synuclein gene (SNCA) expression; HEK-293 SNCA-luciferase knock-in, luminescence, 24 h; Potency, µM (doses to about 57.2 µM), for inactives: top-dose activity change, negative = inhibition, most hits filed as inhibitors; 0.17% of 140,000 active; AID 1671194, 2021;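 note: potency is the fitted concentration of half-maximal effect; plate controls were DMSO cells for no effect and cell-free wells for full effect; nearly all actives have a fitted effect of over 45% in size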
# GPT2 inhibitor = Primary qHTS assay for inhibitors of Glutamate pyruvate transaminase 2 (GPT2); Potency, µM (series often up to 57.7 µM), for the others: top-dose activity change, negative = inhibition, most hits filed as inhibitors; Alanine aminotransferase 2 (Homo sapiens), Q8TD30; 0.25% of 100,000 active; Recombinant GPT2, coupled pyruvate oxidase/HRP Amplex Red fluorescence; note: potency is the fitted concentration of half-maximal effect; nearly all actives have a fitted effect of over 60% in size; many of its hits are not listed in these tables
# Target sequence (Q8TD30 whole entry, looked up): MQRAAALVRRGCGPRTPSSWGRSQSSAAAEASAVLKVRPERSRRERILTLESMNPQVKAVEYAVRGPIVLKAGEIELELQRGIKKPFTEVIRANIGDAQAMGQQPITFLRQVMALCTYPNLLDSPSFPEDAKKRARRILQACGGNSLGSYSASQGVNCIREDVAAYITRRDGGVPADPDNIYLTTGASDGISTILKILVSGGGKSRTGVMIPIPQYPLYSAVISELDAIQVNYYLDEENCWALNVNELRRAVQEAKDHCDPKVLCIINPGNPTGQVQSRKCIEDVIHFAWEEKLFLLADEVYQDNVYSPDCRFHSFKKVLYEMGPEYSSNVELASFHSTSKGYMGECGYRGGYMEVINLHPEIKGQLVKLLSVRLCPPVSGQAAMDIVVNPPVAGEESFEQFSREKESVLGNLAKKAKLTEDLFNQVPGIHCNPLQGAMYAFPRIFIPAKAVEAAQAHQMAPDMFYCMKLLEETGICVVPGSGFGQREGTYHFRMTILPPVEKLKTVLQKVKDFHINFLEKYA
#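 Recombinant GPT2 (10ng/uL) with 250uM a-KG and 2mM L-alanine, 30 min at room temperature, in HEPES pH 7.5 buffer. Pyruvate detected by pyruvate oxidase/HRP/Amplex Red fluorescence after 30 min in the dark; AOA (50uM) as positive control.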
# An asterisk follows results filed as active; i = inactive; ? = inconclusive; / = not tested or not shown; [ ] = another dose, or the depositor's remark. Unless noted, calls come from the whole dose curve; as a rule, active = well fitted curve in the direction sought with a large enough effect; inconclusive = small, poorly fitted or top-dose-only effect, or another doubt; inactive = no such curve, though single readings can be large; an effect the other way counts as inactive or inconclusive. Unless noted, % is set by controls: 0 for no effect and ±100 for the full control effect. A portion of the library; count on the stated rates, not on these rows.
compound	FLuc inh	HEK293 tox	NIH3T3 tox	IP6K1 inhibitor	SNCA viab count	SNCA expr inhib	GPT2 inhibitor
O=C(c1ccc2ncccc2c1)N1CC[C@@H]2CN(Cc3ccccc3)[C@@H]2C1	/	-2%	-13%	-11	14%	0%	1%
CC(=O)Nc1ccc(NC(=O)C2Cc3ccccc3N2C(=O)c2ccccc2)cc1 (configuration not stated)	/	/	/	-5	-6%	30%	/
Cc1ccc(-c2cc(C(=O)NCCc3ccc(Cl)cc3)c3cnn(C)c3n2)c(C)c1	/	?	?	3	-8%	-15%	5%
O=C(Nc1ccc(F)cc1)C1CCc2nnc(C3CCN([S+](=O)([O-])c4ccccc4Cl)CC3)n21 (configuration not stated)	/	-28%[172 µM]	-20%[138 µM]	8	-3%[12.5 µM]	-11%[87.6 µM]	-11%[88.5 µM]
CCS(=O)(=O)c1ncc(N(Cc2ccco2)Cc2ccccc2F)c(C(=O)Nc2cccc(Cl)c2)n1	/	/	/	3	8%	9%	/
COc1ccc(OC)c(CN2CCC3(CC2)OCCN(Cc2ccccc2)C3=O)c1	1%[172 µM]	?	?	5	2%[87.6 µM]	4%[87.6 µM]	-3%[88.5 µM]
O=C(O)CCC(=O)N1C[C@@H]2OCC(=O)N(Cc3ccc(F)cc3)[C@@H]2C1	-3%[172 µM]	2%[172 µM]	i	-11	5%[87.6 µM]	23%[87.6 µM]	i
CN1CCN(c2ccc3nnc(-c4cc(C(=O)N(C)Cc5ccccc5)ccn4)n3n2)CC1	1%	-2%	?	-19	11%	10%	-2%
O=C(NCc1ccc(F)cc1)c1cc(-c2ccc(Cl)cc2Cl)c2nncn2n1	/	89µM*	45µM*	20	-15%[12.5 µM]	?	i
O[C@H]1CC[C@@H](Cc2cc(CN3CCOCC3)on2)O[C@@H]1CNCc1ccccc1	8%[172 µM]	-13%[172 µM]	-8%[138 µM]	-7	-2%[87.6 µM]	-9%[87.6 µM]	i
C=CCn1nc(C(=O)N2CCOCC2)c2c1CCC(NCC1(c3ccccc3)CCOCC1)C2 (configuration not stated)	2%	-1%	0%	-1	0%	6%	i
O=C(NCc1ccc(F)cc1)C1CCN(c2ncnc3c2nc2n3CCCCC2)CC1	/	/	/	54	9%	-20%	/
CCOc1ccccc1C1NC(=O)N(CC(=O)Nc2ccc(OC)c(Cl)c2)C2=C1C(=O)OC2 (configuration not stated)	?	-19%	?	-3	-11%	-13%	-2%
CC1(C(=O)NCCc2ccccc2)CCCCC(=O)N1 (configuration not stated)	-1%	10%	i	24	-9%	7%	i
CCOCCN1C(=O)COC[C@@H]1[C@H](O)c1ccc(NC(=O)COC)cc1	-12%[172 µM]	-7%[172 µM]	-5%[138 µM]	4	1%[87.6 µM]	-1%[87.6 µM]	5%[88.5 µM]
O=C1[C@@H]2CSC(c3ccc(F)cc3)N2C(=O)N1c1ccc(Cl)cc1 (some centres not stated)	/	/	/	-12	6%	-2%	/
Cc1ccc(-n2ncc3c(N4CCN(c5ccccc5)CC4)ncnc32)cc1C	/	/	/	13	10%	37%	/
CN1C(=O)C2(CCN(C(=O)c3cccc(Br)c3)C2)c2ccccc21 (configuration not stated)	5%	35µM*	?	12	-19%	-23%	i
Cc1noc2c(-c3cccnc3N3CC(O)C3)cc(-c3ccccc3)nc12	-1%[172 µM]	?	-28%[138 µM]	-9	-6%[87.6 µM]	-11%[87.6 µM]	-2%[88.5 µM]
O=S(=O)(Cc1ccccc1)Nc1cnc2c(c1)CCC2	/	i	-10%	15	0%	12%	1%
CCCCn1c(=O)c2oc3ccccc3c2n(Cc2cccc(C)c2)c1=O	/	/	/	18	2%	23%	/
CC(C)c1nn2c(=O)cc(COC(=O)C3CCCCC3)nc2s1	/	/	/	-4	-4%	5%	/
O=C1NCCCCCN(C(=O)c2cccs2)[C@H]2CCCC[C@@H]12	2%	2%	-4%	-3	0%	26%	-11%
COc1cc(-n2cnc3cc(-c4ccc(Cl)cc4)sc3c2=O)ccc1OCCN1CCCC1	/	/	/	19	12µM*	/	i
O=C(c1ccc([N+](=O)[O-])cc1)N(Cc1ccco1)c1ccccn1	/	/	/	17	12%	12%	/
CS/C=C/C(=O)O[C@@H]1CCC2=CC(=O)C(=C(C)C)C[C@]2(C)[C@H]1C	/	/	/	10	0%	/	-29%[27.3 µM]
O=C(Cc1cccs1)NC1CC(=O)N(c2ccc(F)cc2)C1 (configuration not stated)	/	/	/	-7	11%	-1%	/
O=S(=O)(c1ccccc1F)N1CCC(CCc2nc(C3CCOCC3)no2)CC1	/	45µM*	?	2	2%	-3%	-1%
COc1cccc(C(=O)NCC(c2ccc3c(c2)OCO3)N2CCN(C)CC2)c1 (configuration not stated)	/	/	/	18	-1%	7%	/
CCc1sc(NC(=O)Cn2nc3c(cc2=O)CCCC3)nc1C(=O)OC	5%	0%	-22%	-2	9%	1%	i
N#Cc1ccc2nc([C@H]3CCN(Cc4ccccc4)C3)[nH]c2c1	?	50µM*	40µM*	0	-19%[87.6 µM]	?	3%[88.5 µM]
O=C(NC1CCCCCCC1)C1CCCN(C2CCN(Cc3ccncc3)CC2)C1 (configuration not stated)	2%	?	-16%	0	-2%	32%[activator]	i
Cc1ccc(-c2ccc3nnc(CNC(=O)c4cccc(C(F)(F)F)c4)n3n2)cc1	0%	-1%	1%	-3	-4%	?	5%
O=C(CC1CCOC2(CCN(Cc3cccs3)CC2)C1)N1CCOCC1 (configuration not stated)	0%	8%	i	-1	9%	12%	i
COc1ccc(CC(=O)Nc2ccc(-c3nc4ccccc4s3)c(C)c2)cc1OC	/	/	/	-24	12%	58%[activator]	/
C[C@]1(CO)C2CC[C@@H](O)[C@@H](CC(=O)N3CC[C@@H](O)C3)[C@]2(C)CC[C@H]1OC(=O)Nc1ccc(Cl)c(Cl)c1 (some centres not stated)	13%	?	?	-13	0%	11%	0%
CCN1CCN(c2cc(C)c3cc(NC(=O)/C=C/c4ccc(OCCC(C)C)cc4)ccc3n2)CC1	/	/	/	7	9%	-1%	/
CC1CCC2(CC1)NC(=O)N(CC(=O)N(C)C1CCCCC1)C2=O (configuration not stated)	0%	5%	i	2	-8%	-7%	i
COc1ccc(CN2C(=O)O[C@@H]3CN(c4ccnc(SC)n4)C[C@@H]32)cc1OC	3%	?	-27%	1	-6%	18%	4%
Cc1cccc(-c2nc3cc(C(=O)NCc4ccc(Cl)cc4)ccc3o2)n1	/	?	-19%	13	-1%	22%	i
O=C(NCc1ccc(F)cc1F)c1cc2n(n1)CC(c1ccc3c(c1)OCO3)OC2 (configuration not stated)	-1%	?	?	5	-9%	7%	0%
O=C(NC1CCCCC1)N[C@H]1[C@H](O)[C@@H](N2CCN(c3ccccc3)CC2)[C@@H]2OC[C@H]1O2	-5%[172 µM]	-4%[172 µM]	?	-4	-8%[87.6 µM]	-23%[87.6 µM]	i
COc1ccc(CN2CCC[C@H]2c2nc(-c3ccc(-n4ccnc4)nc3)no2)c(OC)c1OC	5%	?	?	4	-2%	?	i
CS(=O)(=O)N1CCOc2ccc(CCC(=O)NCCc3ccccc3)cc2C1	?	-20%	-6%	-5	1%[12.5 µM]	71%[activator]	0%
O=C(Nc1ccccc1F)c1oc2ccccc2c1NC(=O)c1c(F)cccc1F	/	/	/	-8	-3%	34%[activator]	/
CS(=O)(=O)c1ccc(-c2cnc([C@@H]3COCCN3Cc3ccncc3)[nH]2)cc1	-4%[172 µM]	4%[172 µM]	-1%[174 µM]	9	-3%[87.6 µM]	-27%[87.6 µM]	i
COc1ccccc1Nc1nc(-c2ccccc2Cl)c2cc(Br)ccc2n1	/	/	/	3	11%	6%	/
COc1ccc(CCNC(=O)c2ccc3nc(-c4ccccn4)oc3c2)cc1	/	?	-16%	-2	0%	15%	-12%
CN1CCC(C(=O)N2Cc3ccccc3CC3(CCCN(Cc4ccccc4)C3)C2)CC1 (configuration not stated)	/	?	?	5	-21%	13%	i
O=C1CN(Cc2ccc(-c3ccccc3)cc2)CCN1c1cc(Cl)ncn1	-11%	32µM*	?	17	5%	28%	5%
CC1(c2ccccc2)N(Cc2cccnc2)C(=O)OC12CCN(C(=O)C1CCC1)CC2 (configuration not stated)	-14%[172 µM]	-15%[172 µM]	18µM*	-1	8%[87.6 µM]	-2%[87.6 µM]	4%[88.5 µM]
NCc1c[nH]c(=S)n1[C@H]1CCc2c(F)cc(F)cc2C1	/	/	/	/	1%	-5%	i
CCCN1CCCC2(CCN(c3cc(C)c4cccc(OC)c4n3)C2)C1=O (configuration not stated)	-3%	?	-17%	-10	-1%	-27%	-10%[11.5 µM]
CN1C(=O)c2ccccc2Sc2ccc(NC(=O)Cc3ccc(Cl)cc3)cc21	/	/	/	-1	-11%	?	/
CCN(C(=O)CSc1nnc(-c2cc(OC)c(OC)c(OC)c2)o1)c1ccccc1	/	/	/	-7	-9%	33%[activator]	/
CC(=O)N1CCc2cc(CNS(=O)(=O)c3cccs3)ccc21	/	/	/	19	8%	83%[activator]	/
CN(C)C[C@@H]1CN(Cc2ccncc2)C[C@H]1NC(=O)C1CC=CC1	2%	-4%	0%	1	-5%	-12%	i
COCCN1C(=O)CO[C@H]2CN(C3CCN(C(C)=O)CC3)C[C@H]21	-2%[172 µM]	i	3%[174 µM]	5	2%[87.6 µM]	-6%[87.6 µM]	?
CCOC(=O)c1cccc(NC(=O)C2CCCN(c3nnc(C)c4c(C)n(-c5ccccc5)nc34)C2)c1 (configuration not stated)	/	/	/	6	-1%	-22%	/
COCCOC1CCN(C(=O)CCc2c[nH]c3ccccc23)CC1	?	?	0%	15	13%[12.5 µM]	112%[activator]	?

# 2 entries from above, as labelled records.
COc1ccc(CC(=O)Nc2ccc(-c3nc4ccccc4s3)c(C)c2)cc1OC
  FLuc inh: / | HEK293 tox: / | NIH3T3 tox: / | IP6K1 inhibitor: -24 | SNCA viab count: 12% | SNCA expr inhib: 58%[activator] | GPT2 inhibitor: /

C[C@]1(CO)C2CC[C@@H](O)[C@@H](CC(=O)N3CC[C@@H](O)C3)[C@]2(C)CC[C@H]1OC(=O)Nc1ccc(Cl)c(Cl)c1 (some centres not stated)
  FLuc inh: 13% | HEK293 tox: ? | NIH3T3 tox: ? | IP6K1 inhibitor: -13 | SNCA viab count: 0% | SNCA expr inhib: 11% | GPT2 inhibitor: 0%
